dFosB act: activators of mouse delta FosB homodimer. P13346. purified delta FosB, TAMRA-CDK5 oligo fluorescence polarization; percent of positive-control signal above neutral wells. activation, % at 25 µM. 340,000 compounds, 0.99% hits;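 active = mean activation above about 17%, with every replicate also reaching it, limit read from the data, passing the limit was not always enough; inconclusive = only one of the two conditions met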;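 note: fluorescence polarization rise as delta FosB binds a TAMRA Cdk5 AP-1 oligo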
Target sequence (P13346 whole entry, looked up): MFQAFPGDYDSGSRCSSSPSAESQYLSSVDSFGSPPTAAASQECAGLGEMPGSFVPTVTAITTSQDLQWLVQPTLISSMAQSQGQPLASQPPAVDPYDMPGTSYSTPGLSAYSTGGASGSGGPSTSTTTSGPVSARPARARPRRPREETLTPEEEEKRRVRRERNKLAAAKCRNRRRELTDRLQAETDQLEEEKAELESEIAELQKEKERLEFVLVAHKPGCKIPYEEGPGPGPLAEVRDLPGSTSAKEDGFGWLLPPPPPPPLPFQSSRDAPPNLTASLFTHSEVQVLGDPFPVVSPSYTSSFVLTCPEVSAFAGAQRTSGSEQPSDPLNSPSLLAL
HTR5A ag ctr: HTR5A agonism, opioid heterodimer counter-screen. P47898. HTR5A agonist assay, luminescence, cell-based. activation, % at 9.3 µM. 340,000 compounds, 0.61% hits; in the data active = activation mostly above about 9.5%, no sharp cut-off; inactive = mostly below about 7.6%;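 note: 0% = cells with vehicle only and 100% = reference agonist; strong numbers were not always called active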
Wnt bcat act: activators of Wnt/beta-catenin signaling; Wnt/beta-catenin reporter cell assay, activator, plate reader; activation, % at 9.35 µM; 300,000 compounds, 1.2% hits; in the data active = activation above about 30%, passing the limit was not always enough; inconclusive = no clear call, values can overlap the other calls;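 note: 0% = neutral control wells and 100% = positive control wells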
Rtt109 Vps75: C. albicans Rtt109 histone acetyltransferase inhibition; 330,000 compounds, 0.16% hits; purified Rtt109/Vps75, ThioGlo CoA-SH fluorescence, 4 h; inhibition, % at 34.9 µM; Q5AAJ8;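 active = inhibition of at least 50% in every replicate; inconclusive = best replicate reaches 50% inhibition but some replicates fall short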
SR-BI DiI-HDL act: SR-BI HDL lipid transfer activation; AID 504775; 320,000 compounds, 0.096% hits; activation, % at 12.5 µM; CHO ldlA[mSR-BI] cells, DiI-HDL uptake fluorescence, 3 h; 100 = double the neutral-control signal;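 active = mean replicate activation of at least 60% and every replicate at or above 60%; inconclusive = mean or all-replicate condition met, but not both; inactive = mean below 60% and not all replicates reaching 60%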;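 note: 0% = median plate neutral-control signal and 100% = twice that signal; values of inactives mirror those of a sister screen read the other way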
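Assay system: LDL receptor-deficient CHO ldlA cells overexpressing murine SR-BI / Medium: BSA-supplemented, HEPES-buffered Ham's F12, pH 7.4 / Probe or stimulus: DiI-labelled HDL at 10 µg/mL final / Timing: compound with DiI-HDL co-incubation, 3 h at 37 °C / Technique: bottom-read cell fluorescence after medium removal, ex 550/em 595 nm / Measure: HDL uptake via cellular fluorescence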
PvdQ inh: blocks Pseudomonas aeruginosa PvdQ acylase activity; purified PvdQ acylase, fluorescence plate reader; inhibition, % at 10 µM; 340,000 compounds, 0.063% hits; in the data active = inhibition above about 30%, passing the limit was not always enough; inconclusive = no clear call, values can overlap the other calls;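 note: 0% = vehicle neutral wells and 100% = reference inhibitor wells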
SR-BI HDL uptake: inhibitors of mouse SR-BI mediated HDL lipid uptake. ldlA[mSR-BI] CHO cells, DiI-HDL uptake fluorescence, 3 h. inhibition, % at 12.5 µM. 320,000 compounds, 0.96% hits. AID 488896;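 active = mean replicate inhibition of at least 70% and a set share of replicates each scoring 70 or more; inconclusive = meets just one of the two criteria; inactive = fails both criteria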;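 note: 0% = median of neutral control wells and 100% = median of positive control wells; values of inactives mirror those of a sister screen read the other way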
Target sequence (Q61009 whole entry, looked up): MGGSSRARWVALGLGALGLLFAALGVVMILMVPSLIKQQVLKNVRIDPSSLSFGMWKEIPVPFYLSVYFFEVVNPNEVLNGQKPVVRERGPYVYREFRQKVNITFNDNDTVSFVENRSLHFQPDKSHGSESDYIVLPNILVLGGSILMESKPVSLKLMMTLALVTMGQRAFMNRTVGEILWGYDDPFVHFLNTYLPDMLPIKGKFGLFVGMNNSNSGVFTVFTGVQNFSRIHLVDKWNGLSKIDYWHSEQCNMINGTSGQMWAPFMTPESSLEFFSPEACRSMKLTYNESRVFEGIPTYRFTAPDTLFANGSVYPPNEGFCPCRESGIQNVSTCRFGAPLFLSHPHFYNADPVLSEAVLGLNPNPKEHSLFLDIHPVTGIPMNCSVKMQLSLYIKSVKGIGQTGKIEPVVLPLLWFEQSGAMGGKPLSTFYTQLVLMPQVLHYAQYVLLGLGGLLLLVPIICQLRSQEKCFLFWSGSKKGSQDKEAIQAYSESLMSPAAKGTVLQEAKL
MITF TRPM1 HTS: activators of MITF-driven TRPM1 promoter activity in SK-MEL-5 cells; activation, % at 12.5 µM; SK-MEL-5 TRPM1-promoter luciferase, 24 h; % of positive control, neutral wells = 0; 300,000 compounds, 0.75% hits;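 active = mean activation of at least 80% with every replicate also reaching 80%; inconclusive = mean reaches 80% but some replicate falls short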;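 note: 0% = neutral control wells and 100% = parthenolide positive control wells; values of inactives mirror those of a sister screen read the other way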
cardiac RTF act: cardiac RTF calcium sensitization. activation, % at 7.2 µM. IANBD-labeled TnC RTF fluorescence at EC20 calcium; 0% EC20 calcium, 100% full calcium. AID 493008. 340,000 compounds, 0.24% hits;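 active = activation above the mean over all tested compounds plus 3 SD, cut at about 30% in these data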;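 note: rise in fluorescence read as greater calcium sensitivity of cardiac thin filaments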
CDK5 inh: inhibitors of human CDK5/p35 kinase; AID 488839; Recombinant CDK5/p35, ADP-Glo luminescence, 60 min; inhibition, % at 10 µM; 330,000 compounds, 0.01% hits; Q00535+Q15078;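 active = highest replicate inhibition of at least 50% and at least 75% of replicates reaching 50%; inconclusive = only one of the two criteria met; inactive = both criteria failed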;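 note: plate controls were DMSO neutral control for no effect and GW8510 at 10 µM for full effect; many of its hits are not listed in these tables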
* = called active by the depositor; ? = inconclusive; · = not tested or not shown.

No. | smiles | dFosB act | HTR5A ag ctr | Wnt bcat act | Rtt109 Vps75 | SR-BI DiI-HDL act | PvdQ inh | SR-BI HDL uptake | MITF TRPM1 HTS | cardiac RTF act | CDK5 inh
1 | CCOP(=O)(OCC)C1(O)C(=O)Nc2ccccc21 (stereo not drawn) | 4 | 1 | · | -3 | 29 | 5 | -29 | -11 | 3 | -1.9
2 | Cc1ccc(-c2nc3ccccc3c(=O)n2-c2ncccc2C)cc1 | -5 | -5 | · | 13 | -23 | 3 | 23 | · | 3 | -0.3
3 | O=C(c1ccc(Cl)cc1)C1CCCN(Cc2cccc3cnccc23)C1 (stereo not drawn) | -2 | 2 | -4 | 7 | · | -6 | · | -9 | -1 | 0.4
4 | O=[N+]([O-])c1ccc(N2CCOCC2)c2cccnc12 | -2 | 4 | -1 | 0 | 2 | 5 | -2 | -11 | -1 | -1.3
5 | COC(=O)C1=C(c2ccc(OC)c(OC)c2)C[C@@H]2CC[C@H]1N2C(=O)NCCOc1ccccc1Cl | -2 | 0 | -4 | -11 | -10 | -16 | 10 | 16 | 7 | 0.7
6 | COc1ccc(CCNC2CCCCC2)cc1OC | -8 | 0 | -1 | 7 | 23 | -8 | -23 | 5 | -1 | 0.3
7 | CC(N)Cc1c[nH]c2c1ccc1ccccc12 (stereo not drawn) | 3 | 5 | 1 | 7 | -22 | 3 | 22 | -10 | 3 | 2.2
8 | CC(=NCCc1c[nH]c2ccccc12)c1c(O)n(Cc2ccccc2)c(=O)[nH]c1=O | 9 | 8 | -1 | -2 | -31 | -20 | 31 | · | 6 | -7.6
9 | O=S(=O)(c1ccccc1)N1CN2CCN(C2)C1 | 7 | -5 | · | -15 | 13 | -13 | -13 | -2 | 1 | -2.4
10 | CCOC(=O)C1(CCOc2ccccc2)CCN(C2Cc3ccccc3C2)CC1 | -4 | -8 | -5 | 2 | 28 | 3 | -28 | 0 | -2 | -0.9
11 | COc1ccc(CC2(CCc3ccncc3)C(=O)NC(=O)NC2=O)cc1 | 6 | 0 | -1 | 1 | 24 | -5 | -24 | -3 | 0 | 0.1
12 | COc1cc(OC)c(OC)cc1CNCCc1cccc(F)c1 | -9 | -1 | -1 | 7 | 10 | -10 | -10 | 2 | -1 | -0.3
13 | Clc1cccc(CN2CCCCC2c2cccnc2)c1 (stereo not drawn) | -5 | -2 | 2 | -2 | -4 | 10 | 4 | -8 | 3 | -1.3
14 | CC(C)(C)n1cc(C(=O)c2ccccc2)cc1-c1ccccc1 | -7 | 2 | -1 | 3 | -11 | -9 | 11 | 7 | 5 | -0.8
15 | CCOP(=O)(OCC)C(NC(C)=O)C(Cl)(Cl)Cl (stereo not drawn) | 3 | 10 | · | -7 | 29 | 7 | -29 | -8 | -7 | 1.9
16 | O=c1[nH]c(=O)n(Cc2ccccc2)c(O)c1C=NCCN1CCNCC1 | 8 | -5 | 0 | 4 | 17 | -16 | -17 | -8 | -2 | 0.6
17 | CC(C(=O)O)N(C(=O)c1ccccc1)c1ccc(F)c(Cl)c1 (stereo not drawn) | -12 | 0 | -3 | 6 | 14 | 10 | -14 | -6 | -1 | 0.4
18 | Cc1cccnc1NC1=NCC(C)S1 (stereo not drawn) | 6 | -1 | -5 | -10 | 9 | -9 | -9 | -16 | -10 | 0.7
19 | COC(=O)C1=C(c2ccc(OC)c(OC)c2)C[C@@H]2CC[C@H]1N2C(=O)NCCc1ccccc1 | -2 | -1 | 2 | 0 | -5 | -12 | 5 | 4 | 3 | -1.4
20 | O=[N+]([O-])c1cc(Cl)c(Cl)cc1Cl | 2 | 2 | 3 | 8 | 5 | -3 | -5 | -12 | -10 | -0.6
21 | CCCCn1c(=O)c(C(=O)Nc2ncccc2C)c(O)c2ccccc21 | -28 | 0 | 0 | 12 | -11 | 2 | 11 | -31 | -1 | -0.2
22 | Cc1ccc(NP(=O)(c2ccccc2)c2nc3ccccc3s2)cc1 (stereo not drawn) | -6 | -2 | 2 | -7 | -18 | -11 | 18 | 4 | 2 | -2.3
23 | CCOC(=O)C(O)(c1ccc(N(CC)C(=O)COc2ccccc2)cc1)C(F)(F)F (stereo not drawn) | -5 | -4 | · | 0 | -2 | -8 | 2 | -3 | 0 | -0.9
24 | O=c1c2ccccc2nc(-c2ccccc2)n1-c1ccncc1 | -4 | 3 | -3 | · | 19 | 8 | -19 | · | -4 | -1.4
25 | COC1C(OC(=O)c2ccc(C)[nH]2)C(O)C(Oc2ccc3c(O)c(NC(=O)c4ccc(O)c(CC=C(C)C)c4)c(=O)oc3c2Cl)OC1(C)C (stereo not drawn) | -6 | -1 | -2 | 27 | -3 | 6 | 3 | -11 | 4 | -2.2
26 | Cc1ccccc1N | 6 | 2 | 0 | -9 | 7 | 0 | -7 | 4 | -4 | -0.7
27 | O=S1(=O)N(CCN2CC=C(c3c[nH]c4cc(F)ccc34)CC2)c2cccc3c2N1CCC3 | ? | -1 | 0 | -6 | -79 | -15 | 79* | -12 | 2 | -1.0

Structural class, the entries above containing a Cl atom
No. | smiles | dFosB act | HTR5A ag ctr | Wnt bcat act | Rtt109 Vps75 | SR-BI DiI-HDL act | PvdQ inh | SR-BI HDL uptake | MITF TRPM1 HTS | cardiac RTF act | CDK5 inh
3 | O=C(c1ccc(Cl)cc1)C1CCCN(Cc2cccc3cnccc23)C1 (stereo not drawn) | -2 | 2 | -4 | 7 | · | -6 | · | -9 | -1 | 0.4
5 | COC(=O)C1=C(c2ccc(OC)c(OC)c2)C[C@@H]2CC[C@H]1N2C(=O)NCCOc1ccccc1Cl | -2 | 0 | -4 | -11 | -10 | -16 | 10 | 16 | 7 | 0.7
13 | Clc1cccc(CN2CCCCC2c2cccnc2)c1 (stereo not drawn) | -5 | -2 | 2 | -2 | -4 | 10 | 4 | -8 | 3 | -1.3
15 | CCOP(=O)(OCC)C(NC(C)=O)C(Cl)(Cl)Cl (stereo not drawn) | 3 | 10 | · | -7 | 29 | 7 | -29 | -8 | -7 | 1.9
17 | CC(C(=O)O)N(C(=O)c1ccccc1)c1ccc(F)c(Cl)c1 (stereo not drawn) | -12 | 0 | -3 | 6 | 14 | 10 | -14 | -6 | -1 | 0.4
20 | O=[N+]([O-])c1cc(Cl)c(Cl)cc1Cl | 2 | 2 | 3 | 8 | 5 | -3 | -5 | -12 | -10 | -0.6
25 | COC1C(OC(=O)c2ccc(C)[nH]2)C(O)C(Oc2ccc3c(O)c(NC(=O)c4ccc(O)c(CC=C(C)C)c4)c(=O)oc3c2Cl)OC1(C)C (stereo not drawn) | -6 | -1 | -2 | 27 | -3 | 6 | 3 | -11 | 4 | -2.2

Some of these compounds in order of formula weight, high to low.
No. | smiles | dFosB act | HTR5A ag ctr | Wnt bcat act | Rtt109 Vps75 | SR-BI DiI-HDL act | PvdQ inh | SR-BI HDL uptake | MITF TRPM1 HTS | cardiac RTF act | CDK5 inh
23 | CCOC(=O)C(O)(c1ccc(N(CC)C(=O)COc2ccccc2)cc1)C(F)(F)F (stereo not drawn) | -5 | -4 | · | 0 | -2 | -8 | 2 | -3 | 0 | -0.9
21 | CCCCn1c(=O)c(C(=O)Nc2ncccc2C)c(O)c2ccccc21 | -28 | 0 | 0 | 12 | -11 | 2 | 11 | -31 | -1 | -0.2
18 | Cc1cccnc1NC1=NCC(C)S1 (stereo not drawn) | 6 | -1 | -5 | -10 | 9 | -9 | -9 | -16 | -10 | 0.7

High-throughput results from PubChem BioAssay.

These rows are one share of the data (hit frequency here may not be typical).
